EP2 mod: EP2 receptor (human) modulation | P43116 | EP2-expressing cells, cAMP HTRF FRET, PGE2 co-stimulation | induction, % at 25 µM | hit rate 0.83% among 260,000;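 active = compounds whose cAMP rise, as percent of the full-agonist control response, exceeds 60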;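 note: rat C6 glioma line stably carrying human EP2 under a CMV promoter; the protocol text gives 20 µM as final concentration; 100% = response of wells given 1 µM PGE2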
Target sequence (P43116 whole entry, looked up): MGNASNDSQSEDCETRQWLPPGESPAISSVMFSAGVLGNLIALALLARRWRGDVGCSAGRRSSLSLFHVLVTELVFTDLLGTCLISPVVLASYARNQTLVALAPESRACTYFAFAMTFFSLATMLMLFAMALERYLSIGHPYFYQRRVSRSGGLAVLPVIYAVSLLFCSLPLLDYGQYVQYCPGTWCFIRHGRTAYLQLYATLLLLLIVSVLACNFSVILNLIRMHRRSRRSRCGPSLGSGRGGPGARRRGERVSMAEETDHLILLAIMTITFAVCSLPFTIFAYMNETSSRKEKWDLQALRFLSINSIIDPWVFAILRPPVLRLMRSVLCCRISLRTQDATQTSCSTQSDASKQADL
* marks the source's active call; other numbers are inactive results. The list is partial, so the mix of outcomes need not match the whole.

Compound	EP2 mod
N#Cc1cc2cc3c(cc2nc1SCC(=O)Nc1cccc2ccccc12)OCCO3	47.5
COCCn1c(SCC(=O)OC)nc2c1c(=O)[nH]c(=O)n2C	-17.1
C[C@]12CCC3c4ccc(O)cc4CCC3C1CCC2=O (stereo partly specified)	-32.0
Cc1ccc(N(C)C2SC(=O)NC2=O)cc1 (stereo unspecified)	-14.6
COc1ccc(C(C(=O)NC2CCCC2)N(C(=O)c2ccco2)c2ccccc2OC)cc1 (stereo unspecified)	5.6
COc1ccc(OC)c(C(=O)CSc2nnc(COc3ccc(Cl)c(C)c3)o2)c1	5.9
O=C(Nc1ccc(F)cc1F)NC1CC2CCCC(C1)N2Cc1ccco1 (stereo unspecified)	-65.3
Cc1ccc2nc(C3CCCCN3C(=O)C(C)c3n[nH]c(=O)c4ccccc34)[nH]c2c1 (stereo unspecified)	-16.4

Compound	EP2 mod
Clc1cc2c(c(CSc3nc4ccccc4[nH]3)c1)OCOC2	-110.0
COc1ccccc1NC(=O)C1=C(C)NC2=C(C(=O)CCC2)C1c1cccs1 (stereo unspecified)	3.6
COc1ccc(/C(O)=C2/C(=O)C(=O)N(CCN3CCOCC3)C2c2ccc(OC)cc2OC)c(C)c1 (stereo unspecified)	-17.5
CN(C)C(=O)Cn1nc(-c2nccc3ccccc23)oc1=O	-14.5
O=C(NC12CC3CC(CC(C3)C1)C2)C1CCCN(S(=O)(=O)c2cccc(Cl)c2)C1 (stereo unspecified)	1.6
C(=Nc1ccc2c(c1)Cc1ccccc1-2)c1ccccn1	-21.3
COc1ccc(-c2nc3cnccn3c2NCC2CCCO2)cc1O (stereo unspecified)	-31.8
CCOc1ccc(C(=O)Nc2ccc(N3CCN(C(=O)CC)CC3)cc2)cc1	13.0

Compound	EP2 mod
CCOC(=O)c1cnc(SCC(=O)Nc2cccc(C(=O)OC)c2)nc1N	-28.9
Cc1ccc(-c2nnc(SCC(=O)Nc3ccc(S(=O)(=O)N(C)C)cc3)o2)cc1	-21.0
CCOc1ccc2[nH]c(=O)c(CN(C3CCCCC3)S(=O)(=O)c3ccccc3F)cc2c1	9.3
CC1CCCC(C)N1C(=O)Cn1c(SCC(=O)N2CCOCC2)nc2ccccc21 (stereo unspecified)	21.2
CCN1CCCC1CN(Cc1ccccn1)Cc1cccn1-c1ccncc1 (stereo unspecified)	7.1
Cn1c(=O)c2[nH]c(CCCCC(=O)O)nc2n(C)c1=O	-6.2
c1cc(CNc2ccc(N3CCCC3)cc2)ccn1	-139.8
Cc1occc1-c1nnc(SCC(=O)Nc2ccc(N(C)C)cc2)n1Cc1ccco1	-5.3

Compound	EP2 mod
Cn1cc(CN(CCCn2ccnc2)Cc2cccc(F)c2)c2cc(F)ccc21	32.5
CCC(c1nnnn1C1CCCCC1)N1CCN(CC)CC1 (stereo unspecified)	-27.2
COc1ccc(NC(=O)N(Cc2ccc(C)cc2)Cc2cc3cc(C)ccc3[nH]c2=O)cc1	-17.0
CCc1cc2cc3c(cc2nc1SCC(=O)NC(C)(C)C)OCCO3	53.1
Cc1cc(C)c2c(c1)cc(C)c1nn(CC(=O)NC3CC3)c(=O)n12	-20.1
COc1ccc(CC(=O)NC2CCN(CC(=O)Nc3ccc(Br)cc3)CC2)cc1OC	-19.3
CN(C)CCN(Cc1ccncc1)Cc1c(Cl)cccc1Cl	-13.4
COc1ccccc1NC(=S)N(Cc1cc2cccc(C)c2[nH]c1=O)C1CCCC1	38.3

Compound	EP2 mod
CCc1cc2cc(C)c(C)cc2nc1SCC(=O)Nc1nccs1	4.9
CCC(C)(C)n1nnnc1C(c1cccs1)N1CCc2ccccc2C1 (stereo unspecified)	32.1
COc1ccc(-n2c(COc3cccc(C)c3)nnc2SCC(=O)O)cc1	6.8
COc1ccc(-c2cc(C(F)(F)F)nc(SCCC(=O)NCc3cccs3)n2)cc1	-17.5
CCc1ccc2[nH]c(=O)c(C(c3nnnn3CC3CCCO3)N3CCC(C)CC3)cc2c1 (stereo unspecified)	-11.7
Cc1ccc2nc(SCC(=O)NCCc3c[nH]c4ccccc34)c(C#N)cc2c1	-41.8
O=C(NC(=S)Nc1cccnc1)c1ccccc1	-83.9
Cc1ccc(C2(NCc3ccc(N4CCOCC4)nc3)CC2)cc1	-60.5

Compound	EP2 mod
CNc1ccc2c3c(cccc13)C(=O)N(C)C2=O	-83.3
CCc1cc(N2C3CCC2CC(O)(c2ccco2)C3)n2nc3nc(C)cc(C)c3c2n1 (stereo unspecified)	13.8
CCC(C(=O)OC)n1cnc2sc3c(c2c1=O)CCC(C)C3 (stereo unspecified)	8.2
CC1(C)C2CC[C@]3(C)C(C(=O)C=C4[C@@H]5C[C@@](C)(C(=O)O)CC[C@]5(C)CC[C@]43C)[C@@]2(C)CC[C@@H]1O (stereo partly specified)	13.2
CC(O)CN(Cc1ccc(N2CCCC2=O)cc1)Cc1ccc2c(c1)OCO2 (stereo unspecified)	12.1
COCCn1c(-c2ccc(OC)cc2)cnc1SCC(=O)O	9.6
CCOC(=O)C(CC)Sc1nc2c(c(=O)[nH]c(=O)n2C)n1CC(N)=O (stereo unspecified)	16.7
CC(=O)NC1(c2ccc(F)cc2)CCN(Cc2cccc(OC(C)C)c2)CC1	-13.4

Compound	EP2 mod
Cc1cccc(N2C(=O)SC(Nc3ccc(S(N)(=O)=O)cc3)C2=O)c1 (stereo unspecified)	-21.4
CCNC(=S)N(CCCN1CCOCC1)Cc1cc2ccc(OC)cc2[nH]c1=O	-11.7
Cc1ccc2c(c1)cc(C)c1nn(CC(=O)NC3CCCC3)c(=O)n12	-8.5
CCOc1ccc2[nH]c(=O)c(C(c3nnnn3Cc3ccc(OC)cc3)N3CCCC3)cc2c1 (stereo unspecified)	-15.2
CN(C)CCCN[C@@H]1CCN(Cc2ccc(F)cc2)C[C@H]1O	-23.9
Cc1ccc(CN(C(=O)c2csnn2)C(C(=O)NC2CCCCC2)c2ccccn2)cc1 (stereo unspecified)	5.5
O=C(O)COCC(=O)NC1CC2(CCCCC2)Oc2ccccc21 (stereo unspecified)	-50.9
O=C(CSc1ccccn1)Nc1cccc(F)c1	-34.0

Compound	EP2 mod
C[C@@H](C(=O)O)/C(=C/c1ccc2c(c1)OCO2)C(=O)O	30.6
Cc1cc(C)c2[nH]c(=O)c(CN(CCCO)C(=O)c3ccncc3)cc2c1	-28.6
COc1ccccc1C1(O)CCN(CC(O)c2ccccc2)CC1 (stereo unspecified)	-54.1
Cc1cc(I)ccc1NC(=O)CN1CCCCC1	-21.9
Cc1nn(C(C)C)c(C)c1CN(CCc1ccccc1)Cc1cccs1	29.8
Cc1ccc2nc(SCC(=O)Nc3ccccc3Cl)c(C#N)cc2c1	-6.1
Cc1ncc(-c2ccncc2)c(C2CCCN(C(=O)c3c(C)noc3C)C2)n1 (stereo unspecified)	12.2
CCC(C)(C)NC(=O)c1ccc2c(c1)N(CC(=O)NC(C)(C)C)C(=O)C(C)(C)O2	2.3

Compound	EP2 mod
CC(C)C(=O)Nc1ccc(C(=O)Nc2ccc(S(=O)(=O)NCC3CCCO3)cc2)cc1 (stereo unspecified)	-35.2
COc1ccc(C2(NC(=O)c3cc(-c4cnn(C)c4)n[nH]3)CCCCC2)cc1	-4.6
N=C(N)SCc1ccc(Cl)cc1Cl (tested in a mixture with another compound)	-31.9
CC1CCN(C(=O)CN(C)S(=O)(=O)c2ccccc2)CC1	0.8
CCCSc1ncc(CN2CCN(C3CCCCC3)C(=O)C2)cn1	-17.6
CCC(NC(=O)c1cnc(SC)nc1)c1ccc(F)cc1 (stereo unspecified)	-10.8
CCc1cccc(NC(=O)c2cc3sccc3n2C)c1	-88.3
O=C(CSc1ncccn1)Nc1ncc(Cc2cccc3ccccc23)s1	-39.2

structure	EP2 mod
COCCn1c2ccccc2n2c(=O)n(Cc3ccc(OC)cc3)nc12	-37.1
Cc1cc(O)cc(O)c1C(=O)O	21.3
Cc1ccc2cc(C#N)c(N3CCCN(C(=O)c4cccs4)CC3)nc2c1	21.7
CC(C)NC(=O)c1cc(-c2ccc(Cl)cc2Cl)on1	-43.7
CCCC(c1nnnn1Cc1ccco1)N(Cc1cc2cc(C)ccc2[nH]c1=O)C1CCCC1 (stereo unspecified)	68.2*
CCOc1ccc2[nH]c(=O)c(CN(CC3CCCO3)C(=O)Nc3cccc(Cl)c3)cc2c1 (stereo unspecified)	-26.7
CCOC(=O)c1sc(NC(=O)c2ccc(OC)cc2)c(C#N)c1C	11.9
Cc1ccc2cc(C(c3nnnn3Cc3ccccc3)N3CCc4ccccc4C3)c(=O)[nH]c2c1 (stereo unspecified)	33.0
CC1CCN(C(=O)CSc2nc3ccccc3n2CC(=O)N(C(C)C)C(C)C)CC1	-86.9
CC(C)C(=O)N1CCN(Cc2ccccc2F)C[C@@H]1C(C)C	-1.5
CCC(NC(=O)c1cc(=O)c2cc(C)c(C)cc2o1)c1c(C)nn(CC)c1C (stereo unspecified)	-58.1
N#CCc1nc(-c2cccs2)cs1	-28.7
COc1cccc(C(=O)Nc2nc3ccc(F)cc3s2)c1	-11.5
Cc1occc1-c1nn(CC(=O)NCCc2ccccc2)c(=O)o1	-28.2
COc1cccc(NC(=O)C(C#N)Cc2cccnc2)c1 (stereo unspecified)	2.4

Part of the list above, as labelled records.
canonical_smiles: N#CCc1nc(-c2cccs2)cs1
  EP2 mod = -28.7

canonical_smiles: CCOc1ccc2[nH]c(=O)c(CN(CC3CCCO3)C(=O)Nc3cccc(Cl)c3)cc2c1 (stereo unspecified)
  EP2 mod = -26.7

(further entries)
structure	EP2 mod
CCOC(=O)c1cc2c(=O)n3cccc(C)c3nc2n(C(C)C)c1=N	-2.1
COc1ccc(-c2cc(C(F)(F)F)nc(SCC(=O)NC3CCCCCC3)n2)cc1OC	-61.2
Cc1[nH]c(=O)[nH]c(=O)c1NC(=O)CSc1ccc(-c2ccc(Cl)cc2)nn1	-4.1
Oc1c(C(O)(c2ccccc2)c2ccc3ccccc3c2O)ccc2ccccc12	-12.0
CS(=O)(=O)c1cncnc1C1CCCN(C(=O)Cc2ccccc2F)C1 (stereo unspecified)	-17.6
O=C(CSc1nnc2scc(-c3ccccc3)n12)NC1CCCCC1	-9.1
O=C(Cn1nc(C(F)(F)F)c2cccn2c1=O)N1CCOCC1	-44.7
O=C(NCCc1ccccc1)[C@H]1C=CCN1C(=O)c1ccccc1F	5.2
Fc1ccc(CN(CCCn2ccnc2)Cc2ccccc2F)cc1F	-8.4
COCCCn1c(SCC(=O)c2ccc(C)cc2)nc2ccccc2c1=O	10.3
O=C(CN1CCC(n2cnc3cccnc32)CC1)Nc1ccc2c(c1)OCO2	25.5
COc1ccc2cc(C(c3nnnn3C3CCCC3)N3CCCCC3)c(=O)[nH]c2c1 (stereo unspecified)	14.9
Cc1cc2cc(C(c3nnnn3C(C)(C)C)N3CCC(C)CC3)c(=O)[nH]c2cc1C (stereo unspecified)	7.9
O=C(Cc1cccc(F)c1)N1CCc2c(nc(N3CCCC3)[nH]c2=O)C1	-45.9
CCc1sc(-c2cc3ccc(O)cc3oc2=O)nc1-c1ccccc1	10.1

structure	EP2 mod
COc1ccc2nc3sc(C(=O)NC(C)(C)C)c(N)c3cc2c1	-75.1
COc1ccc(C)cc1N(CC(=O)NC1CCCC1)C(=O)c1snc(C(N)=O)c1N	-63.9
CN(C)C(CNS(=O)(=O)c1ccc(N2CCCC2=O)cc1)c1ccc(F)cc1 (stereo unspecified)	-34.3
Cc1ccccc1OCC(O)Cn1c(SC(C)C(=O)O)nc2c1c(=O)[nH]c(=O)n2C (stereo unspecified)	-2.4
O=C(Nc1ccc(Cc2ccncc2)cc1)c1ccc2c(c1)OCO2	-12.4
O=C(CC1CCCCC1)N1CCC[C@@H](Cn2nc(-c3cccs3)ccc2=O)C1	-71.0
O=C(O)[C@H](CCc1ccccc1)N1C(=O)c2ccccc2C1=O	-4.2
Cc1cc2c(=O)n(CC(=O)NCCN3CCc4ccccc43)cnc2s1	0.9
CCc1ccccc1NC(=O)Cn1cnc2sc3c(c2c1=O)CCC(C)C3 (stereo unspecified)	0.7
Cc1cc2ccccc2n2c(=O)n(CC(C)NC(=O)c3cnn(C)c3C)nc12 (stereo unspecified)	-28.2
O=C(CCC1CCCCC1)Nc1ccc(Cl)cn1	9.1
COC(=O)[C@H]1CCc2ccccc2N1C(=O)c1ccc(F)c(F)c1	14.5
COc1ccc(CN2CCc3c(nc(N4CCCCC4)[nH]c3=O)C2)cc1	-24.7
COc1ccc(-c2ocnc2C(=O)N2CCN(C3CCCCC3)CC2)cc1	-91.5
COc1ccc(-c2nc3ccccc3o2)cc1NC(=O)c1ccc2c(c1)OCO2	6.7

Grouped by structure, the entries above with a cyano group (seven)
structure	EP2 mod
N#Cc1cc2cc3c(cc2nc1SCC(=O)Nc1cccc2ccccc12)OCCO3	47.5
Cc1ccc2nc(SCC(=O)NCCc3c[nH]c4ccccc34)c(C#N)cc2c1	-41.8
Cc1ccc2nc(SCC(=O)Nc3ccccc3Cl)c(C#N)cc2c1	-6.1
Cc1ccc2cc(C#N)c(N3CCCN(C(=O)c4cccs4)CC3)nc2c1	21.7
CCOC(=O)c1sc(NC(=O)c2ccc(OC)cc2)c(C#N)c1C	11.9
N#CCc1nc(-c2cccs2)cs1	-28.7
COc1cccc(NC(=O)C(C#N)Cc2cccnc2)c1 (stereo unspecified)	2.4

(more compounds)
structure	EP2 mod
CN1Cc2cccc(C(=O)N3C[C@H](C(=O)O)[C@@H](c4ccc(F)cc4)C3)c2C1=O	-6.2
CCNCc1cc2c(C)nn(-c3ccc(F)cc3)c2[nH]c1=O	-3.2
C=CCN1CCc2cc(OC)c(OC)cc2C1C (stereo unspecified)	-22.9
O=S(=O)(c1ccc2c(c1)OCCO2)N1CCCC(c2nc(-c3ccc(Cl)cc3)no2)C1 (stereo unspecified)	48.0
O=C(O)/C=C/C(=O)Nc1ncn[nH]1	32.8
CCc1ccc2[nH]c(=O)c(CN(C(=O)Nc3ccc(OC)cc3)C3CCCC3)cc2c1	21.3
O=C(C1CCN(S(=O)(=O)c2ccccc2)CC1)N1CCCCC1	-39.0
N#CCCN1CCN(C2=NC(=O)/C(=C\c3ccc(-c4ccc(Br)cc4)o3)S2)CC1	-147.9
C=CCn1c(N2CCC(C(=O)NCCO)CC2)nc2ccccc21	-14.3

Assay outcomes: PubChem BioAssay, Emory University Molecular Libraries Screening Center
